TNAP inh hiacc: human TNAP enzyme inhibitors, primary screen, biochemical, luminescent, high phosphate acceptor level, uHTS; purified TNAP, CDP-star luminescence, 1 M DEA; inhibition, % at 20 µM; 200,000 tested, 0.03% active; AID 1135, 2008;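 active = over 50% inhibition of tissue-nonspecific alkaline phosphatase at 20 µM in the single-dose screen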;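 note: plate controls were DMSO wells for no effect and EDTA-quenched wells as full inhibition for full effect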
Target sequence (P05186 whole entry, looked up): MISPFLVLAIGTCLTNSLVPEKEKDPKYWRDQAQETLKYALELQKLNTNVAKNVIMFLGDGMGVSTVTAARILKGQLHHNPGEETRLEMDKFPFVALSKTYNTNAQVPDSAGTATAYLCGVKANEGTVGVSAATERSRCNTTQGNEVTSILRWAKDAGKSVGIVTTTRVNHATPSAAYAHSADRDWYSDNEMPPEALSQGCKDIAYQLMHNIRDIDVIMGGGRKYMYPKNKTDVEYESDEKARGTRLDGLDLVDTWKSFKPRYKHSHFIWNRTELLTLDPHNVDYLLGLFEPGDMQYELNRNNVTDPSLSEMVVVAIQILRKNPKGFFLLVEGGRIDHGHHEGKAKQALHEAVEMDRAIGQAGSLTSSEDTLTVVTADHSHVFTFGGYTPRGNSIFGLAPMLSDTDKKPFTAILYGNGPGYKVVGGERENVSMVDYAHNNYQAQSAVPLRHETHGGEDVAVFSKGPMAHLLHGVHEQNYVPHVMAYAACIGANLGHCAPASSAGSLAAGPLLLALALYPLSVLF
TNAP act hiacc: TNAP activators at high phosphate acceptor level, primary screen, biochemical, luminescence, uHTS; 200,000 tested, under 10 active; Alkaline phosphatase, tissue-nonspecific isozyme (Homo sapiens), P05186; activation factor at 20 µM; purified TNAP, CDP-star luminescence, 1 M DEA, 30 min; active compounds read high; 0 = EDTA background, 1 = DMSO-only activity;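 active = activation factor at least 2 at 20 µM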
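Control set: EDTA negative control, DMSO positive control / Assay system: human TNAP / Quantity: TNAP 1/800 final / Evaluation: TNAP activation factor scaled between EDTA and DMSO control wells / Measured by: luminescent substrate turnover signal / Compound dosing: one dose, 20 µM / Times: 30 min enzyme reaction at room temperature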
Diaphorase inh: diaphorase inhibitors and chemical oxidizers, primary screen, counter-screen for diaphorase-coupled primary assays, biochemical, uHTS, resorufin fluorescence; diaphorase resazurin-to-resorufin fluorescence, NADH, 16 min; bacterial (C. kluyveri) enzyme, not human; inhibition, % at 20 µM; 190,000 tested, 0.69% active; AID 1217, 2008;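 active = primary screen inhibition at 20 µM above a set limit, cut at about 50% in these data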;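 note: plate controls were DMSO with full reaction for no effect and wells lacking NADH for full effect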
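Assay system: diaphorase enzyme from Clostridium kluyveri; Input: enzyme working solution with 0.14 U/mL diaphorase; Timing: 16 min at room temperature; Technique: resorufin fluorescence, excitation 544 nm, emission 590 nm; Benchmarks: positive control minus NADH, DMSO neutral control.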
Diaph act CS: compounds boosting diaphorase resazurin reduction – biochemical, uHTS, resorufin fluorescence, counter-screen for diaphorase-coupled primary assays, primary screen | Diaphorase/resazurin coupled assay, 16 min; active compounds read high; 1 = vehicle wells, 0 = NADH-free wells | 190,000 tested, 0.005% active | activation factor at 20 µM;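 active = diaphorase activity raised at least twofold by the compound at 20 µM; inactive = activation factor below 2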
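Assay system: bacterial diaphorase enzyme (C. kluyveri) / Input: enzyme 0.07 U/mL final / Medium: 50 mM HEPES pH 7.4 with 4.542 mM MgCl2, 0.005% Tween 20 / Doses: single compound dose of 20 µM, 1% DMSO final / Incubation: 16 min enzyme reaction, ambient temperature / Signal: fluorescence, excitation 544 nm and emission 590 nm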
TNAP inh noacc: human TNAP enzyme inhibitors, primary screen, biochemical, luminescent, no phosphate acceptor, uHTS. Alkaline phosphatase, tissue-nonspecific isozyme (Homo sapiens), P05186. purified TNAP, CDP-star luminescence, 30 min. inhibition, % at 20 µM. 200,000 tested, 0.26% active. AID 1012, 2008;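 active = tissue-nonspecific alkaline phosphatase inhibition above about 50% at 20 µM in the single-dose screen, limit read from the data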;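 note: 0% = DMSO negative control and 100% = EDTA positive control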
PMI act: activators of human PMI, primary screen, biochemical, fluorescence intensity, near-Km mannose 6-phosphate | Mannose-6-phosphate isomerase (Homo sapiens), P34949 | purified human PMI, coupled resazurin fluorescence, 20 min; active compounds read high; 1 = vehicle control, 0 substrate-free wells | activation factor at 20 µM | 190,000 tested, 0.005% active | AID 1214, 2008;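 active = activation factor of 2 or more at 20 µM, relative to plate controls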
Target sequence (P34949 whole entry, looked up): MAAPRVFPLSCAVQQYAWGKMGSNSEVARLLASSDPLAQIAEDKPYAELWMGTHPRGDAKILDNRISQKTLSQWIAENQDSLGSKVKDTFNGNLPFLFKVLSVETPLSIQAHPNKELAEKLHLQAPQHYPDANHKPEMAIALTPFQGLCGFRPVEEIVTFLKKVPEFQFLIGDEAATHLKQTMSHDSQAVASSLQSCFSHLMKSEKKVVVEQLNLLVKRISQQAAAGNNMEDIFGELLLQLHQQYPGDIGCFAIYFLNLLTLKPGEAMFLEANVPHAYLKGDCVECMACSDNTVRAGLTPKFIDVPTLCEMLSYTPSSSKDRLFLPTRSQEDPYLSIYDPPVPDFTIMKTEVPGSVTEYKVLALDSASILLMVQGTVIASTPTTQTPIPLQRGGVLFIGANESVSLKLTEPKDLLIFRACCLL
bIAP inhibitor: bovine intestinal alkaline phosphatase inhibitors, primary screen, selectivity assay for TNAP inhibitor project, biochemical, bovine IAP, CDP-star luminescence; purified bovine IAP, 30 min; alkaline phosphatase, intestinal [Bos taurus]; inhibition, % at 20 µM; 190,000 tested, under 10 active;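 active = over 50% inhibition of intestinal alkaline phosphatase at 20 µM in the single-dose screen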
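System: purified bovine intestinal alkaline phosphatase (IAP) enzyme; Input: IAP diluted 1/65,000,000 in the well; Measured by: CDP-star luminescence signal; Compound dosing: 20 µM single dose; Incubation: 30 min reaction at room temperature.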
L major viab: Leishmania major promastigote growth inhibition, primary screen; Leishmania major promastigotes, resazurin fluorescence viability; inhibition, % at 10 µM; 200,000 tested, 9% active; in the data active = inhibition above about 50%;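 note: promastigotes grown with compound for 44 hours at 28 °C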
bIAP act: bovine intestinal alkaline phosphatase activators, primary screen, biochemical, bovine IAP, CDP-star luminescence; AID 1016, 2008; 200,000 tested, 0.17% active; alkaline phosphatase, intestinal [Bos taurus]; purified bovine IAP, 30 min; active compounds read high; fold of DMSO-control signal, blank-subtracted; activation factor at 20 µM;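 active = activation factor of 2 or more at 20 µM, a signal rise over negative controls twice the positive control's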
PMI act hi M6P: human PMI activators, high substrate, primary screen, biochemical, fluorescence intensity, near-saturating mannose 6-phosphate | Mannose-6-phosphate isomerase (Homo sapiens), P34949 | 190,000 tested, 0.34% active | activation factor at 20 µM | coupled PMI enzyme assay, resazurin fluorescence, 20 min; active compounds read high; 1 = untreated enzyme, 0 = substrate-free blank;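 active = activation factor of 2 or more at 20 µM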
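Test system: human phosphomannose isomerase with PGI, G6PDH, diaphorase coupling enzymes; amount: 15 ng/mL PMI; incubation: enzyme reaction with compound 20 min at room temperature; technique: resorufin fluorescence (Ex 544/Em 590 nm) from resazurin via diaphorase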
* marks the source's active call; other numbers are inactive results.

For CCOc1ccccc1CNC(=O)c1ccc(Sc2ccc(Cl)cc2)c(NC(C)=O)c1 the results were TNAP inh hiacc -2, TNAP act hiacc 1, Diaphorase inh 27, Diaph act CS 0.7, TNAP inh noacc -6, PMI act 0.9, bIAP inhibitor -6, L major viab 85*, bIAP act 1.1 and PMI act hi M6P 0.9.
`O=C(Nc1ccc2ccccc2c1)C(c1ccccc1)C1CCCC1` (centres undefined) gave TNAP inh hiacc -1, TNAP act hiacc 1, Diaphorase inh 22, Diaph act CS 0.8, TNAP inh noacc -33, PMI act 0.8, L major viab 30, bIAP act 0.4 and PMI act hi M6P 0.8.
For COc1ccc2cc(C(=O)Nc3ccc(F)cc3)sc(=O)c2c1OC the results were TNAP inh hiacc 4, TNAP act hiacc 1, Diaphorase inh 14, Diaph act CS 0.9, TNAP inh noacc -5, PMI act 1, bIAP inhibitor 9, L major viab -2, bIAP act 0.9 and PMI act hi M6P 1.1.
Screening O=C(O)c1cc2nccc(-c3ccc(F)cc3)n2n1 returned TNAP inh hiacc -1, TNAP act hiacc 1, Diaphorase inh 18, Diaph act CS 0.8, TNAP inh noacc -16, PMI act 1.1, bIAP inhibitor -9, L major viab -5, bIAP act 1.1 and PMI act hi M6P 0.9.
For CC(=O)NCCNC(=O)CCNC(=O)c1ccc(Cl)cc1 the results were TNAP inh hiacc -4, TNAP act hiacc 1, Diaphorase inh 12, Diaph act CS 0.9, TNAP inh noacc -10, PMI act 1, bIAP inhibitor 8, L major viab -2, bIAP act 0.9 and PMI act hi M6P 1.
COc1cccc2c1OCC(C(=O)O)C2 (centres undefined) was read as TNAP inh hiacc -2, TNAP act hiacc 1, Diaphorase inh 6, Diaph act CS 0.9, TNAP inh noacc -4, PMI act 0.9, bIAP inhibitor -2, L major viab -12, bIAP act 1 and PMI act hi M6P 0.9.
Screening Cc1cc(C)c2c(c1)/C(=N/NS(=O)(=O)c1ccccc1)CCC2 returned TNAP inh hiacc -5, TNAP act hiacc 1.1, Diaphorase inh 12, Diaph act CS 0.9, TNAP inh noacc -8, PMI act 0.9, bIAP inhibitor 11, L major viab -4, bIAP act 0.9 and PMI act hi M6P 1.
Screening NC(=O)CSc1nnc(-c2cccnc2)n1CCc1ccccc1 returned TNAP inh hiacc -1, TNAP act hiacc 1, Diaphorase inh 8, Diaph act CS 0.9, TNAP inh noacc -6, PMI act 1, bIAP inhibitor 6, L major viab -8, bIAP act 0.9 and PMI act hi M6P 1.
For CN(NC(=O)c1ccccc1F)c1nc(C(F)(F)F)nc2ccccc12 the results were TNAP inh hiacc 0, TNAP act hiacc 1, Diaphorase inh 3, Diaph act CS 1, TNAP inh noacc 0, PMI act 1, bIAP inhibitor -1, L major viab 8, bIAP act 1 and PMI act hi M6P 0.9.
CCCNC(=O)NC1CCCc2ccccc21 (centres undefined) was read as TNAP inh hiacc -7, TNAP act hiacc 1.1, Diaphorase inh 2, Diaph act CS 1, TNAP inh noacc -15, PMI act 1, bIAP inhibitor -3, L major viab -8, bIAP act 1 and PMI act hi M6P 1.
`COCCCN(C(=S)Nc1cccc(Cl)c1)C(C)c1ccncc1` (centres undefined) gave TNAP inh hiacc 0, TNAP act hiacc 1, Diaphorase inh -2, Diaph act CS 1, TNAP inh noacc 13, PMI act 1.1, bIAP inhibitor 28, L major viab 63*, bIAP act 0.7 and PMI act hi M6P 1.1.
For Cc1cccc(/C(N)=N/OC(=O)c2ccc(Br)o2)c1 the results were TNAP inh hiacc -5, TNAP act hiacc 1.1, Diaphorase inh 21, Diaph act CS 0.8, TNAP inh noacc -9, PMI act 0.9, bIAP inhibitor 5, L major viab -5, bIAP act 1 and PMI act hi M6P 0.8.
Cc1ccc(-c2cc(C(F)F)n3ncc(C(=O)Nc4ccc(S(=O)(=O)Nc5ccccc5C)cc4)c3n2)cc1 was read as TNAP inh hiacc -1, TNAP act hiacc 1, Diaphorase inh -4, Diaph act CS 1, TNAP inh noacc 2, PMI act 1, bIAP inhibitor 2, L major viab -5, bIAP act 1 and PMI act hi M6P 1.
Screening CCCN(C(=O)Cn1ncc2c(=O)oc3ccccc3c21)c1cccc(C)c1 returned TNAP inh hiacc 0, TNAP act hiacc 1, Diaphorase inh 18, Diaph act CS 0.8, TNAP inh noacc -4, PMI act 0.9, bIAP inhibitor 3, L major viab 10, bIAP act 1 and PMI act hi M6P 1.
CCCc1nnc(SCCSc2nnc(CCC)n2N)n1N was read as TNAP inh hiacc -4, TNAP act hiacc 1, Diaphorase inh 13, Diaph act CS 0.9, TNAP inh noacc -9, PMI act 0.9, bIAP inhibitor 2, L major viab -8, bIAP act 1 and PMI act hi M6P 0.9.
Screening Cc1ccc(-c2nc3ccccc3s2)cc1NC(=O)c1cc(-n2cnnc2)ccc1Cl returned TNAP inh hiacc -2, TNAP act hiacc 1, Diaphorase inh 16, Diaph act CS 0.8, TNAP inh noacc -8, PMI act 1.1, bIAP inhibitor 0, L major viab -6, bIAP act 1 and PMI act hi M6P 1.1.
Screening COc1ncnc2c1oc1nc(CC(C)C)c3c(c12)CC(C)(C)OC3 returned TNAP inh hiacc 0, TNAP act hiacc 1, Diaphorase inh 10, Diaph act CS 0.9, TNAP inh noacc 8, PMI act 1.1, bIAP inhibitor -5, L major viab 2, bIAP act 1.1 and PMI act hi M6P 1.
Screening CC1=NN2C(=N)/C(=C\c3cc(C)n(-c4ccccc4)c3C)C(=O)N=C2S1 returned TNAP inh hiacc -1, TNAP act hiacc 1, Diaphorase inh -6, Diaph act CS 1.1, TNAP inh noacc -5, PMI act 1, bIAP inhibitor -34, L major viab 6, bIAP act 1.3 and PMI act hi M6P 1.
Screening CCOc1ccc(CN2C(=O)c3ccccc3C2=O)cc1C(=O)Nc1nnc(SCC)s1 returned TNAP inh hiacc -3, TNAP act hiacc 1, Diaphorase inh 15, Diaph act CS 0.9, TNAP inh noacc -11, PMI act 0.8, bIAP inhibitor -5, L major viab -5, bIAP act 1.1 and PMI act hi M6P 0.8.
For Cn1c(-c2ccc(CN3CCCCC3)o2)nc2ccccc21 the results were TNAP inh hiacc -1, TNAP act hiacc 1, Diaphorase inh 8, Diaph act CS 0.9, TNAP inh noacc -5, PMI act 0.9, bIAP inhibitor 2, L major viab 0, bIAP act 1 and PMI act hi M6P 0.9.
For CCC(=O)N/N=C(\C)CC(=O)Nc1ccc(Cl)cc1 the results were TNAP inh hiacc 0, TNAP act hiacc 1, Diaphorase inh -5, Diaph act CS 1, TNAP inh noacc -2, PMI act 1, bIAP inhibitor 0, L major viab -3, bIAP act 1 and PMI act hi M6P 1.1.
`COc1cc2c(cc1OC)C(c1cc3cc4c(cc3[nH]c1=O)OCO4)N(C(=O)C1CC1)CC2` (centres undefined) gave TNAP inh hiacc -3, TNAP act hiacc 1, Diaphorase inh 19, Diaph act CS 0.8, TNAP inh noacc -9, PMI act 1, bIAP inhibitor 8, L major viab -4, bIAP act 0.9 and PMI act hi M6P 1.
Screening CCCC(=O)Nc1ccc(N2CCCCC2)cc1 returned TNAP inh hiacc -3, TNAP act hiacc 1, Diaphorase inh 11, Diaph act CS 0.9, TNAP inh noacc -5, PMI act 0.9, bIAP inhibitor -2, L major viab 0, bIAP act 1 and PMI act hi M6P 1.
Screening Cc1ccc(NCCc2ccc(C)nc2)cc1 returned TNAP inh hiacc -2, TNAP act hiacc 1, Diaphorase inh 6, Diaph act CS 0.9, TNAP inh noacc -3, PMI act 1, bIAP inhibitor 6, L major viab -2, bIAP act 0.9 and PMI act hi M6P 1.
For COc1ccc(CN2C(=S)NC(C)(C)CC2(C)O)cc1 (centres undefined) the results were TNAP inh hiacc -3, TNAP act hiacc 1, Diaphorase inh 12, Diaph act CS 0.9, TNAP inh noacc -1, PMI act 1, bIAP inhibitor 20, L major viab 22, bIAP act 0.8 and PMI act hi M6P 0.9.
`N#C/C(C(=O)N1CCOCC1)=C1/SC(Cc2ccccc2)C(=O)N1c1ccccc1` (centres undefined) gave TNAP inh hiacc -2, TNAP act hiacc 1, Diaphorase inh 12, Diaph act CS 0.9, TNAP inh noacc -9, PMI act 1, bIAP inhibitor 6, L major viab -6, bIAP act 0.9 and PMI act hi M6P 1.
For CC1CCCN(CC(=O)Nc2ccc(S(=O)(=O)NC3CCCCC3)cc2)C1 (centres undefined) the results were TNAP inh hiacc 4, TNAP act hiacc 1, Diaphorase inh 5, Diaph act CS 1, TNAP inh noacc 0, PMI act 0.9, bIAP inhibitor 12, L major viab 32, bIAP act 0.9 and PMI act hi M6P 1.

Fetched by structure from the entries so far (three):
Cc1ccc(-c2cc(C(F)F)n3ncc(C(=O)Nc4ccc(S(=O)(=O)Nc5ccccc5C)cc4)c3n2)cc1 was read as TNAP inh hiacc -1, TNAP act hiacc 1, Diaphorase inh -4, Diaph act CS 1, TNAP inh noacc 2, PMI act 1, bIAP inhibitor 2, L major viab -5, bIAP act 1 and PMI act hi M6P 1.
`O=C(Nc1ccc2ccccc2c1)C(c1ccccc1)C1CCCC1` (centres undefined) gave TNAP inh hiacc -1, TNAP act hiacc 1, Diaphorase inh 22, Diaph act CS 0.8, TNAP inh noacc -33, PMI act 0.8, L major viab 30, bIAP act 0.4 and PMI act hi M6P 0.8.
Screening COc1ncnc2c1oc1nc(CC(C)C)c3c(c12)CC(C)(C)OC3 returned TNAP inh hiacc 0, TNAP act hiacc 1, Diaphorase inh 10, Diaph act CS 0.9, TNAP inh noacc 8, PMI act 1.1, bIAP inhibitor -5, L major viab 2, bIAP act 1.1 and PMI act hi M6P 1.

Bioassay records as filed in PubChem.

Random draw from the library; overall some 10% were active at least once.
